M4 ag – human M4 muscarinic receptor agonists, primary screen, CHO-K1 cells, Fluo-8 calcium fluorescence. CHO-K1 hM4/Gqi5; vehicle 0%, full acetylcholine response 100%. actives 0.14% (n = 360,000). Muscarinic acetylcholine receptor M4 (Homo sapiens), P08173. activation, % at 3 µM;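 active = activation above the run mean over all test wells plus 3 SD, cut at about 32% in these data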;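 also: peak over basal fluorescence ratio per well then scaled between controls; 0% = DMSO wells and 100% = acetylcholine at EC100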
Target sequence (P08173 whole entry, looked up): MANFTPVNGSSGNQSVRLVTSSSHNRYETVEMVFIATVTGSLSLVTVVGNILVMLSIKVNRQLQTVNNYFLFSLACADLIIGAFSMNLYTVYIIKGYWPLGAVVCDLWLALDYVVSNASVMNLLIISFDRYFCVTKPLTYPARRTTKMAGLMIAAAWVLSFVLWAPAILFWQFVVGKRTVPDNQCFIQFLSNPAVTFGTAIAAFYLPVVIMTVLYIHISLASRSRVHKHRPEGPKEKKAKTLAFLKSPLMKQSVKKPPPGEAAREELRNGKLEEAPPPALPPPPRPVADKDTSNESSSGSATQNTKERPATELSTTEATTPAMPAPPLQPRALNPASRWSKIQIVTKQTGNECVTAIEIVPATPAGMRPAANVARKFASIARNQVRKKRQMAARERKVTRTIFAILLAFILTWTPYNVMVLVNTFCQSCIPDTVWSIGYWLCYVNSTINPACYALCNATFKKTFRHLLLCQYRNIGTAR
CHO parental Ca – ATP-evoked calcium signal inhibitors, parental CHO, primary screen, counter-screen for OX1R antagonist project, cell-based, fluorescence, Fluo-8 calcium dye | parental CHO-K1, ATP-induced calcium, Fluo-8 fluorescence | inhibition, % at 5.6 µM | actives 0.63% (n = 330,000) | AID 463079, 2010;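 active = inhibition above that plate's mean sample inhibition plus 3 SD, cut at about 26% in these data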;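 also: 0% = ATP-challenged DMSO wells and 100% = DMSO wells without ATP; some compounds past the cut are filed as inactive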
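Test system: untransfected parental CHO cell line. Compound: one dose, 5.6 µM nominal. Detection: intracellular calcium via Fluo-8 no-wash fluorescent dye. Measure: % inhibition. Benchmarks: ATP-challenged DMSO wells low, unchallenged DMSO wells high.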
M1 PAM – human M1 muscarinic receptor positive allosteric modulators, primary screen, CHO-K1 cells, Fluo-8 calcium fluorescence, 1536-well; activation, % at 3 µM; actives 0.088% (n = 360,000); CHO-K1 hM1, ACh EC20; 0% = ACh EC20, 100% = maximal ACh; Muscarinic acetylcholine receptor M1 (Homo sapiens), P11229; in the data active = activation above about 19%, passing the limit was not always enough
M1 antag – human M1 muscarinic receptor antagonists, primary screen, CHO-K1 cells, Fluo-8 calcium fluorescence, 1536-well; actives 1.3% (n = 360,000); inhibition, % at 3 µM; CHO-K1 hM1, ACh EC80 antagonist;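 active = percent inhibition above its own plate's cutoff, namely the mean of that plate's compound wells plus 3 SD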;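 also: peak over basal fluorescence ratio during 140 s after agonist addition; 0% = ACh EC80 plus DMSO and 100% = DMSO alone without agonist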
M4 antag – human M4 muscarinic receptor antagonists, primary screen, CHO cells, Fluo-8 calcium fluorescence; CHO-hM4 cells, ACh EC80; actives 0.73% (n = 360,000); Muscarinic acetylcholine receptor M4 (Homo sapiens), P08173; inhibition, % at 3 µM;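 active = inhibition above its plate's cutoff, the mean inhibition of sample wells plus 3 SD, cut at about 27% in these data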;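 also: 0% = acetylcholine EC80 with DMSO and 100% = DMSO without agonist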
CHO-K1 Ca antag – counter-screen for M1 antagonists: effect in parental CHO-K1 cells; ATP-induced calcium, Fluo-8 fluorescence; inhibition, % at 3 µM; actives 0.6% (n = 360,000);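 active = inhibition above a per-plate cutoff, the plate's mean sample inhibition plus 3 SD, cut at about 24% in these data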;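 also: 0% = DMSO plus EC80 ATP and 100% = DMSO alone without ATP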
OXTR potentiator – human OXTR potentiators, primary screen, fluorescence, CHO-OTR cells, Fluo-8 calcium | Fluo-8 calcium fluorescence, potentiator mode; 0% = oxytocin EC15, 100% = EC100 | activation, % at 3 µM | actives 0.061% (n = 320,000) | AID 2445, 2010;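 active = activation above that plate's cutoff, the mean activation of tested compounds plus 3 SD, cut at about 6.6% in these data, passing the limit was not always enough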;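 also: 100% uses oxytocin at 75 nM as the full agonist control; some results filed as inactive read as strong as hits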
Target sequence (P30559 whole entry, looked up): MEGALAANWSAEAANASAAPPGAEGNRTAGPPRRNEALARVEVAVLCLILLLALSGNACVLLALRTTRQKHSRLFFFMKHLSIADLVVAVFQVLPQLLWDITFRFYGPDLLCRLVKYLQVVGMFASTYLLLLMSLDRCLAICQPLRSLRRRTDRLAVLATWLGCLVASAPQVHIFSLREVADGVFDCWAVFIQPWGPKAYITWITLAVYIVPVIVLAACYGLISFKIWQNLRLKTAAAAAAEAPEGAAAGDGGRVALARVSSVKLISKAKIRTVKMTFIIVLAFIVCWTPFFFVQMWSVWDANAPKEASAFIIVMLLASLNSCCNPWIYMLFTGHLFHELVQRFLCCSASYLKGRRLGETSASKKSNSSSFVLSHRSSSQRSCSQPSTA
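System: human OTR in CHO cells; Also added: sub-maximal oxytocin, roughly EC15; Timing: compound 6 min at room temperature before oxytocin, 100 s read; Technique: Fluo-8 intracellular calcium fluorescence, ex 470-495, em 515-575 nm; Controls: oxytocin EC15 low and EC100 high; Replication: singlicate.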
M1 ag – human M1 muscarinic receptor agonists, primary screen, Fluo-8 calcium fluorescence, CHO-K1 cells, HTS; Muscarinic acetylcholine receptor M1 (Homo sapiens), P11229; CHO-K1 hM1, agonist mode; 0% DMSO, 100% acetylcholine EC100; activation, % at 3 µM; actives 0.33% (n = 360,000);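 active = activation above the run's mean compound activation plus 3 SD, cut at about 16% in these data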;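 also: peak over basal fluorescence ratio within a 140 s kinetic read after compound addition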
M1 ag parental – counter-screen for M1 agonists: effect in parental CHO-K1 cells; Fluo-8 calcium fluorescence; scaled to maximal ATP response, vehicle zero; activation, % at 3 µM; actives 0.48% (n = 360,000); in the data active = activation above about 15%;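 also: untransfected CHO-K1 host cells lacking M1 receptor as counterscreen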
Starred values were filed as active, the others as inactive; / = not tested or not shown.

Screens in order: M4 ag, CHO parental Ca, M1 PAM, M1 antag, M4 antag, CHO-K1 Ca antag, OXTR potentiator, M1 ag, M1 ag parental
> CCN(C(=O)COC(=O)c1ccc(Cl)nc1)C1CCS(=O)(=O)C1 (stereo not drawn)
    1, 6, 4, -8, 2, -21, -2, -5, 0.5
> CCCCCOc1cccc(C2C(C(=O)c3cccs3)=C(O)C(=O)N2CCN2CCOCC2)c1 (stereo not drawn)
    0, -16, 14, -6, 4, 12, -9, 4, 0.0
> O=S(=O)(NCC1CCCO1)c1cc(Cl)ccc1Br (stereo not drawn)
    0, -3, 3, -3, 3, -18, -2, -5, 0.7
> C[N+](C)(C)CCOc1ccc([N+](=O)[O-])cc1
    1, 4, 9, -12, 4, -4, -4, -4, 1.2
> COc1ccc(C(=O)NC2CCSc3ccccc32)cc1 (stereo not drawn)
    1, -6, 14, -15, 7, -5, -2, -3, 0.2
> C[C@H](CO)N1C[C@H](C)[C@@H](CN(C)C(=O)c2ccc3c(c2)OCO3)Oc2cc(/C=C/c3ccccc3)ccc2S1(=O)=O
    10, /, -6, 1, 7, -5, /, 0, 4.7
> COc1cc(C(=O)N/N=C(\Cc2ncc[nH]2)c2ccccc2)cc(OC)c1OC
    2, -8, -4, 15, 4, 3, -13, -4, 0.5
> Cc1cc(C)cc(C(=O)NN2CCN(C)CC2)c1
    0, 9, 1, 8, 3, -6, -7, -6, 0.6
> CCn1c(COc2ccccc2OC)nnc1SCC(=O)NC1CCCC1
    1, -9, 6, -3, -12, -9, -12, -4, 0.3
> C/C(=C\C(=O)O)CC(=O)O
    2, 9, 3, -1, -4, -6, -1, -4, 1.0
> COC(=O)CNC(c1ccccc1)c1cc(Br)ccc1NC(=O)OCc1ccccc1 (stereo not drawn)
    -2, 4, -6, 3, 7, -7, -21, -3, 1.1
> COc1ccc(N(CC(=O)Nc2c(C)n(C)n(-c3ccccc3)c2=O)S(=O)(=O)c2ccc(C)cc2)cc1OC
    1, -11, 9, -12, -7, -8, 2, -8, 2.3
> CN(C)c1ccnc(SCc2ccccc2Cl)c1C#N
    8, 8, 0, -2, -6, -19, -7, -3, 2.9
> Cc1c(OC(C)C(=O)NCc2ccncc2)ccc2c3c(c(=O)oc12)CCC3 (stereo not drawn)
    6, -19, -3, -5, -8, 2, -10, -8, 3.2
> O=C(O)c1ccc(S(=O)(=O)/N=C2\C=C(Nc3ccccc3F)C(=O)c3ccccc32)cc1
    4, -17, 1, 14, 15, -11, -4, -3, 0.7
> COc1ccc(CN2CCC(n3nccc3NC(=O)C3CC3)CC2)c(OC)c1OC
    1, -8, 4, -1, 0, -8, 1, -5, 0.3
> O=c1[nH]nc(Cc2ccc(-c3ccc(Cl)cc3)o2)c2ccccc12
    3, -16, 3, 4, 2, -1, -20, 1, 1.8
> COc1cc(C(=O)CCc2ccc3c(c2)OCO3)cc(OC)c1OC
    1, /, 3, -3, -7, -9, /, -2, 0.5
> Cc1nc(NC(=O)CSc2nnnn2Cc2ccccc2)sc1C
    3, -24, 5, -19, -8, -2, -12, -1, 0.5
> Cc1cc(C)nc(SCc2nc3nc(C)cc(C)n3c2Br)n1
    -1, -12, 4, 1, -6, -7, 2, -8, 0.0
> CC(=O)N1CCN(CC(=O)Nc2ccc([N+](=O)[O-])cc2Br)CC1
    3, -1, -7, 17, 2, -7, 3, -4, 1.2
> COC(=O)c1c(SCc2ccc(C#N)cc2)nc(=O)[nH]c1C
    2, -7, -4, 3, -3, 14, -2, -4, 0.2
> COc1cccc(NC(=O)c2ccc[n+](C)c2)c1
    -1, -10, -1, -1, -6, -13, -1, -7, 2.2
> O=C(Nc1ccc2c(c1)OCO2)C1CC(c2ccc(Cl)cc2)=NO1 (stereo not drawn)
    0, -3, -8, 0, -1, 0, -4, -1, 0.0
> CN(CCN1CCOCC1)C(=O)c1cc(COc2ccc(F)cc2Cl)on1
    2, /, 1, -4, 0, -3, /, -4, 1.3
> Cc1ccc(S(=O)(=O)N2CCN(C(=O)COC(=O)c3ccc(Cl)c(S(N)(=O)=O)c3)CC2)c(C)c1
    2, /, -7, 15, 3, -9, /, -8, -0.1
> COc1cc(C(=S)N2CCOCC2)cc(OC)c1OC(=O)c1ccccc1Cl
    3, /, -5, -2, -14, 1, /, -3, 1.6
> Cc1ccc(C)c(OCCC(=O)OCC(=O)Nc2ccc(Cl)cn2)c1
    4, 6, 5, -6, 3, 0, -15, -2, 1.9
> O=C(CCc1ccccc1)N1CCCC(Nc2ccc(F)cc2)C1 (stereo not drawn)
    1, -19, -2, 1, 3, -1, -8, -5, 0.4
> CSc1nc(COC(=O)NC(C)C)c(COC(=O)NC(C)C)n1Cc1ccccc1
    0, /, 0, 6, 9, -7, /, -6, 0.2

The list continues.
Screens in order: M4 ag, CHO parental Ca, M1 PAM, M1 antag, M4 antag, CHO-K1 Ca antag, OXTR potentiator, M1 ag, M1 ag parental
> Nc1c2c(=O)[nH]c(O)cc2nn1-c1ccccc1
    2, /, 1, -2, -2, -7, /, -1, 0.4
> CC1CCCCC1NC(=O)COC(=O)c1ccc(S(=O)(=O)N2CCOCC2)cc1 (stereo not drawn)
    0, 3, -6, -7, -13, -8, -3, -2, -0.2
> C[C@]12c3[nH]c4cc(-c5ccco5)ccc4c3CCN1C(=O)[C@@H](CC(=O)NCCCn1ccnc1)C[C@@H]2C(=O)N1CCCCC1
    -1, -23, -2, 6, -21, -5, /, -10, -0.1
> Cc1noc(C)c1COc1ccc(C(=O)NCCc2ccc(S(N)(=O)=O)cc2)cc1
    6, 4, 5, -13, 1, 14, 1, -1, 0.5
> OC[C@@H](O)[C@H](O)C(/C=N/Nc1ccccc1)=N\Nc1ccccc1
    1, -3, 7, -10, -1, 0, 2, -3, 0.7
> C(=N\n1cnnc1)/c1cccc(Oc2ccccc2)c1
    2, -12, 1, 2, -5, -12, -14, -5, 0.3
> Cc1ccc(NC(=O)Cn2nnc(C(=O)NCc3ccco3)c2N)cc1
    1, -2, 9, -18, -2, -8, 2, -3, 0.7
> CCCCCCCCCC(=O)N/N=C(\C)c1cccnc1
    0, -25, 6, -3, 0, -5, -13, -3, 0.3
> CCc1nnc(NC(=O)CCC(=O)N2CCN(S(=O)(=O)c3ccc(OC)cc3)CC2)s1
    2, 3, 8, -12, 2, -11, -1, -8, 0.9
> Cc1ccc(C2CC(=O)C(C=NCCN3CCN(CC(=O)Nc4cc(C)cc(C)c4)CC3)=C(O)C2)cc1 (stereo not drawn)
    1, /, 0, -4, 3, 6, /, -9, -0.6
> CN1CCN(CCCNC(=O)C2CC(=O)N(C3CCCCC3)C2)CC1 (stereo not drawn)
    0, -3, 11, -16, -5, -4, 0, -5, 1.2
> O=C(c1ccco1)N1CCN(Cc2nc(Cc3ccccc3)no2)CC1
    0, -6, 5, -4, 7, -14, -7, -2, 1.1
> CC1(c2cccc3ccccc23)NC(=O)N(CC(=O)NC2CCS(=O)(=O)C2)C1=O (stereo not drawn)
    1, 3, 10, 1, -2, -1, -3, -2, 0.3
> O=C(C1Cc2ccccc2CN1S(=O)(=O)c1cccs1)N1CCCCCC1 (stereo not drawn)
    1, -38, 6, -3, 0, -9, 0, -5, 0.5
> O=c1ccn([C@@H]2O[C@H](COS(=O)(=O)O)[C@@H](O)[C@H]2O)c(=O)[nH]1
    1, 6, 10, -4, -4, 9, -9, -2, 0.0
> O=C(CCS(=O)(=O)c1ccc(Br)cc1)NC1CCCC1
    5, -14, 16, -5, 3, -5, -1, 4, 0.5
> Cc1ccc(S(=O)(=O)NC(C)C(=O)Nc2ccc3c(c2)OCO3)cc1 (stereo not drawn)
    1, -12, 10, -6, -13, -17, -2, -6, 0.6
> O=C1CCN(C(=O)c2ccccc2)C2CCCCC12 (stereo not drawn)
    2, -12, 10, -13, 20, -15, 2, -4, -0.3
> CCc1ccc2nc(SCC(=O)N(CC)CC)c(C#N)cc2c1
    1, -6, 1, -32, -3, -2, -15, -5, 1.4
> Cc1n(CC(O)COC2CCCCC2)c2ccccc2[n+]1C (stereo not drawn)
    1, 5, 3, -3, 6, -3, -6, -6, -0.1
> COc1cccc(OCc2cc(C(=O)N(C)C3CCCCC3)no2)c1
    4, /, 7, -12, -7, -8, /, -3, 0.9
> CNC(=O)CN(c1ccc2c(c1)OCCO2)S(C)(=O)=O
    1, -3, 2, 3, -20, -25, -2, -4, -0.1
> Cc1c(C(=O)O)cccc1-c1ccc(/C=N/n2cnnc2)o1
    1, -2, 10, -7, -2, -3, -4, -1, 0.9
> Cc1ccc(-c2nc(-c3ccncc3)no2)cc1C
    1, -27, 9, -3, -11, 9, 3, 2, 0.3
> COc1ccc(CN2C(=O)C(CC(=O)NCc3ccco3)CC(C(=O)N3CCOCC3)=C2C)cc1 (stereo not drawn)
    0, /, 10, -5, -14, -9, /, 3, -0.2
> CCc1cccc(C)c1NC(=O)c1ccc2c(c1)CCN2S(C)(=O)=O
    2, -7, 10, -8, -4, -13, -15, -2, 2.3

Some of the entries above, reformatted.
> Cc1ccc(C2CC(=O)C(C=NCCN3CCN(CC(=O)Nc4cc(C)cc(C)c4)CC3)=C(O)C2)cc1 (stereo not drawn)
- M4 ag = 1
- CHO parental Ca = /
- M1 PAM = 0
- M1 antag = -4
- M4 antag = 3
- CHO-K1 Ca antag = 6
- OXTR potentiator = /
- M1 ag = -9
- M1 ag parental = -0.6

> Cc1c(OC(C)C(=O)NCc2ccncc2)ccc2c3c(c(=O)oc12)CCC3 (stereo not drawn)
- M4 ag = 6
- CHO parental Ca = -19
- M1 PAM = -3
- M1 antag = -5
- M4 antag = -8
- CHO-K1 Ca antag = 2
- OXTR potentiator = -10
- M1 ag = -8
- M1 ag parental = 3.2

> COc1cc(C(=O)CCc2ccc3c(c2)OCO3)cc(OC)c1OC
- M4 ag = 1
- CHO parental Ca = /
- M1 PAM = 3
- M1 antag = -3
- M4 antag = -7
- CHO-K1 Ca antag = -9
- OXTR potentiator = /
- M1 ag = -2
- M1 ag parental = 0.5

Nothing new here: 2 of the compounds above.
Screens in order: M4 ag, CHO parental Ca, M1 PAM, M1 antag, M4 antag, CHO-K1 Ca antag, OXTR potentiator, M1 ag, M1 ag parental
> O=c1ccn([C@@H]2O[C@H](COS(=O)(=O)O)[C@@H](O)[C@H]2O)c(=O)[nH]1
    1, 6, 10, -4, -4, 9, -9, -2, 0.0
> O=C(CCS(=O)(=O)c1ccc(Br)cc1)NC1CCCC1
    5, -14, 16, -5, 3, -5, -1, 4, 0.5

High-throughput results deposited in PubChem by The Scripps Research Institute Molecular Screening Center.
